Screening results deposited in PubChem BioAssay by several laboratories.
MDM2 E3 inh = blocks human Mdm2 ubiquitin ligase activity | 210,000 compounds, 0.11% hits | signal enhancement, % at 5 µM | cell-based MDM2 ubiquitination luciferase reporter, 2 h; 0 = plate control, 100 = twice control, blank-subtracted;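 active = signal enhancement of 30% or more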;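 note: luminescence tracks abundance of the self-degrading MDM2-luciferase fusion protein; higher signal means inhibition of MDM2 E3 ligase activity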
Target sequence (Q00987 whole entry, looked up, the tested form may be a part): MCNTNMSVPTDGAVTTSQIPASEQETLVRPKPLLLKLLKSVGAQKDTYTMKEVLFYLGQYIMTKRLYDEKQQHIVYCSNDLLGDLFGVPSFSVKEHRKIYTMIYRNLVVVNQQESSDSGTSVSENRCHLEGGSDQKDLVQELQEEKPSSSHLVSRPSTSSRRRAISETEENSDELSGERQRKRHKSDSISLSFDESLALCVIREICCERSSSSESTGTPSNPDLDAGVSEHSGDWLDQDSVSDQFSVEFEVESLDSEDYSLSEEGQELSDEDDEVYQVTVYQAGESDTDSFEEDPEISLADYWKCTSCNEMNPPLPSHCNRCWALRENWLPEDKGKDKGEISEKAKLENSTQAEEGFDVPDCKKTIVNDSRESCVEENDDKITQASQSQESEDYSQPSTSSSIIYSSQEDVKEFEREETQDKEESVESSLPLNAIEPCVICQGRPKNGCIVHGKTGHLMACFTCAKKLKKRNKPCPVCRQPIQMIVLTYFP
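Test system: mammalian cells stably expressing self-ubiquitinating, self-degrading MDM2 E3–luciferase fusion; Amount: 2000 cells in each well; Medium: DMEM; Schedule: 4 h settle plus 2 h compound, 37 °C; Technique: SteadyLite luciferase luminescence after 15 min room-temperature reagent incubation; Benchmarks: plate control and blank wells.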
EBV gp42 inh = inhibitors of Epstein-Barr virus glycoprotein 42. Fluorescence polarization binding assay, mP read-out. inhibition, % (tested at 21.74 µM). 220,000 compounds, 0.42% hits. Q1HVG2; in the data active = inhibition above about 50%
Target sequence (Q1HVG2 whole entry, looked up): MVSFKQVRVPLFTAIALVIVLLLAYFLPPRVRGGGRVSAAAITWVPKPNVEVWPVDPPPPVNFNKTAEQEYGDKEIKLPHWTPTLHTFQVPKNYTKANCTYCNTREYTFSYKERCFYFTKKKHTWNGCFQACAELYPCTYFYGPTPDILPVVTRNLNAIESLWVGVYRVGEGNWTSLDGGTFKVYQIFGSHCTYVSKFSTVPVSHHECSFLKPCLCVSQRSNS
Runt-SMMHC FRET = inhibitors of human RUNX1 Runt domain binding to CBFb-SMMHC. Q01196+Q13951. Cerulean-Runt/Venus-CBFb-SMMHC FRET ratio 530/480, 1 h. inhibition, % at 20 µM. 220,000 compounds, 0.74% hits;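 active = mean inhibition across duplicate retests at 20 µM reaching about 50%, limit read from the data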;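 note: 0% = DMSO wells and 100% = wells with excess untagged CBFb-SMMHC; inhibitors lower the FRET ratio by blocking Runt binding to CBFb-SMMHC; some results filed as inactive read as strong as hits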
PPC-1+TRAIL kill = kills PPC-1 cancer cells in the presence of TRAIL; PPC-1 cells + TRAIL, ATPLite viability luminescence; cell killing (% activity), % at 4 µM; 220,000 compounds, 0.41% hits; AID 1443;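 active = cell killing above 50% in the first pass at 4 µM, then a duplicate retest at 5 µM averaging 50% or more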;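 note: plate controls were cells with TRAIL plus DMSO for no effect and medium-only wells lacking cells for full effect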
TRPML3 ag = agonists of human TRPML3 channel. Q8TDD5. HEK293 TRPML3-YFP, Fluo-8 calcium fluorescence; 100% = the carbachol control signal. activation, % at 3 µM. 220,000 compounds, 0.29% hits. AID 1448;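 active = activation above its plate's cutoff, the mean activation of the plate's test wells plus 3 SD, cut at about 12% in these data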;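 note: 0% = DMSO only wells and 100% = carbachol wells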
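Test system: HEK293 cells stably carrying human TRPML3-YFP; Doses: single dose, 3 µM final nominal compound, 0.3% DMSO final; Schedule: dye loading 1 h 37 °C then 30 min ambient, 125 s read; Technique: Fluo-8 calcium fluorescence; Benchmarks: high control carbachol 87 µM, low control DMSO.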
CHOP inhibitor = CHOP inhibition in unfolded protein response | CHO-K1 CHOP-promoter luciferase, tunicamycin-induced, 15-18 h | inhibition, % at 10 µM | 220,000 compounds, 3.8% hits;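 active = compounds that reduced the stress-induced luciferase reporter signal by more than about 70% of percent inhibition, limit read from the data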;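 note: 0% = tunicamycin plus vehicle and 100% = wells without tunicamycin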
zfTRPN1 agonist = agonists of zebrafish TRPN1 channel; HEK293 zebrafish TRPN1-YFP, Fluo-8 calcium fluorescence; 100% = response to 87 µM carbachol; activation, % at 3 µM; 220,000 compounds, 0.18% hits; AID 1424;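 active = activation above its plate's cutoff, the mean activation of test wells on that plate plus 3 SD, cut at about 19% in these data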;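 note: 0% = DMSO alone and 100% = 87 µM carbachol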
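Material: zebrafish TRPN1-YFP in HEK293 cells; Doses: single test compound dose, 3 µM nominal, 0.3% DMSO; Timing: dye loading 1 h at 37 °C, then 30 min room temperature; Technique: intracellular calcium fluorescence with Fluo-8; Benchmarks: high carbachol 87 µM, low DMSO alone.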
TNF death inh = TNF-alpha cell death inhibition in Jurkat FADD-/- cells; AID 463075; Jurkat FADD-/- TNF necroptosis rescue, ATP luminescence, 24 h; 0 = TNF only, 100 = no-TNF cells; activation (protection from cell death), % at 10 µM; 220,000 compounds, 0.068% hits;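 active = activation, meaning protection from cell death, of at least 50% relative to plate controls; inactive = activation below 50%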;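 note: necroptosis triggered by 40 ng/mL TNF-alpha added together with compound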
p47phox inh = inhibitors of human p47phox binding; P14598; p47phox/p22phox peptide binding, fluorescence polarization, 2 h; inhibition, % at 24.7 µM; 220,000 compounds, 0.53% hits;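 active = inhibition above about 30%, limit read from the data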;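 note: 0% = p47phox with labelled peptide and 100% = labelled peptide alone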
Numbers without * were called inactive; . = no result given.

SMILES	MDM2 E3 inh	EBV gp42 inh	Runt-SMMHC FRET	PPC-1+TRAIL kill	TRPML3 ag	CHOP inhibitor	zfTRPN1 agonist	TNF death inh	p47phox inh
CC1(C)CC(=O)c2c(S(C)(=O)=O)sc(Br)c2C1	2	-5	-1	5	0.6	-10	-0.4	9.9	-6
CCCN1C(=O)c2cc(C(=O)Nc3cccc(C(C)=O)c3)ccc2C1Nc1cccc(C(C)=O)c1 (configuration not stated)	-2	-6	-9	14	-0.3	-12	2.2	-12	-10
CC(=O)c1cc2c(cc1N/C(=N/S(=O)(=O)c1ccc(C)cc1)c1ccc(Cl)cc1)OCO2	-22	6	-2	21	0.5	-7	-0.3	-0.3	1
O=C(Nc1nc(-c2cccs2)c(-c2ccccc2)s1)c1ccco1	-2	-10	2	3	0.6	9	-1.4	-1.0	-46
Cc1c(N)cccc1-c1nc2ccccc2[nH]1	-4	2	-1	17	-0.1	25	-0.4	-2.4	1
C/C(=N\O)c1ccc(Cl)cc1Cl	-1	-18	-4	-2	-0.6	17	-0.3	2.4	-9
CCN(CC)CCNc1ccc2nnc(CCNS(=O)(=O)c3ccc(C)cc3)n2n1	-2	36	1	-6	0.9	-8	0.6	1.8	-3
CN(C(=O)COC(=O)c1cccnc1Nc1cccc(C(F)(F)F)c1)C1CCS(=O)(=O)C1 (configuration not stated)	-23	-45	-4	8	0.8	27	1.3	1.1	-4
Cc1[nH]c2ccccc2c1C(=O)CN1CC(C)OC(C)C1 (configuration not stated)	-23	-3	2	-2	1.0	16	0.1	2.5	3
CCCn1c(NCCO)nc2ccccc21	-3	-8	3	25	0.9	-3	-0.2	0.5	2
CN(C)c1oc(-c2ccccc2F)nc1C#N	-3	-13	1	10	0.1	0	-0.6	0.6	-21
CCOC(=O)C1=C(C)NC(=O)/C1=C\N(C)C	-11	-10	-5	-7	1.7	1	2.3	-1.0	-12
CC(=O)N1CCN(S(=O)(=O)c2cccc(C(=O)Nc3ccc4c(c3)CCC4)c2)CC1	-8	-13	-15	34	-0.1	23	0.2	0.0	0
Cc1cc(C)c2oc(C(=O)Nc3ccc(S(=O)(=O)N4CCCC(C)C4)cc3)cc(=O)c2c1 (configuration not stated)	-12	-19	3	27	0.7	43	1.1	2.6	-13
Cc1ccc(C(C#N)c2ccc(C(=O)c3ccc(F)cc3)cc2)cc1 (configuration not stated)	-15	1	-2	0	1.8	65	3.1	-4.9	-7
CSc1nc2ccccc2cc1/C=C(\C#N)c1ccc(Cl)c(Cl)c1	-7	-16	14	14	0.0	20	1.1	-3.0	-16
CN(/C=C/C(=O)C(F)(F)C(F)(F)F)Cc1ccccc1	-7	-2	0	0	1.1	19	0.5	33	-8
NNc1ncnc2sc3c(c12)CCC3	-15	-12	5	-1	-0.4	-5	-1.4	-2.1	-3
O=C(O)c1ccc(Sc2nnc3ccccn23)c([N+](=O)[O-])c1	-8	-17	-1	-8	1.4	-9	0.4	5.6	-8
CCOCC(=O)Nc1cc([N+](=O)[O-])ccc1C	0	-16	0	-2	0.5	-2	-0.4	1.3	-20
Cc1cc(Cl)c(S(N)(=O)=O)cc1OCC(N)=O	-8	-2	0	-10	0.8	26	0.6	-0.9	-7
COc1cc(NC(=O)COC(=O)CNC(=O)c2ccc(Cl)cc2)c(C)cc1[N+](=O)[O-]	-9	-14	-1	23	0.3	11	0.2	1.0	-5
C=CCN1CN(Cc2ccco2)CNC1=S	-10	-14	4	-2	1.4	-5	-0.3	1.0	-6
COc1cccc(C(=O)n2c(SC)nc3cc4c(cc32)OCCO4)c1	-44	-3	5	22	0.3	-31	1.0	-8.0	-6
O=C(C1c2ccccc2C(=O)N2CCc3ccccc3C12)N1CCN(Cc2ccccc2)CC1 (configuration not stated)	-13	-8	1	0	0.3	10	0.8	-3.3	-3

4 entries already listed, sorted by their value in Runt-SMMHC FRET, lowest first.
Compound | MDM2 E3 inh | EBV gp42 inh | Runt-SMMHC FRET | TRPML3 ag | CHOP inhibitor | p47phox inh
CCCN1C(=O)c2cc(C(=O)Nc3cccc(C(C)=O)c3)ccc2C1Nc1cccc(C(C)=O)c1 (configuration not stated) | -2 | -6 | -9 | -0.3 | -12 | -10
CN(C(=O)COC(=O)c1cccnc1Nc1cccc(C(F)(F)F)c1)C1CCS(=O)(=O)C1 (configuration not stated) | -23 | -45 | -4 | 0.8 | 27 | -4
CC(=O)c1cc2c(cc1N/C(=N/S(=O)(=O)c1ccc(C)cc1)c1ccc(Cl)cc1)OCO2 | -22 | 6 | -2 | 0.5 | -7 | 1
CCOCC(=O)Nc1cc([N+](=O)[O-])ccc1C | 0 | -16 | 0 | 0.5 | -2 | -20

(next part)
SMILES	MDM2 E3 inh	EBV gp42 inh	Runt-SMMHC FRET	PPC-1+TRAIL kill	TRPML3 ag	CHOP inhibitor	zfTRPN1 agonist	TNF death inh	p47phox inh
O=C(NCc1cccs1)c1ccc(Cl)s1	-15	-19	5	18	0.7	7	-0.5	20	-6
O=C(CNC(=S)N(CCCN1CCOCC1)Cc1cccs1)N1CCOCC1	-13	-4	2	18	0.5	-4	1.5	0.7	-18
c1csc(-c2nnc(N3CCCCCC3)c3ccccc23)c1	-14	2	-3	17	-0.5	1	0.9	20	-5
C=CCNc1nc(NC(C)(C)CO)nc(OC)n1	.	-11	-8	8	0.9	3	2.2	-1.3	-5
Cc1cccc(C)c1NC1=NC(C)(C)N=C(N)N1	5	-3	0	5	0.5	11	1.1	-1.4	-12
CCOC(=O)CSc1cc(CS(=O)c2ccc(Cl)cc2)nc(-c2ccccc2)n1 (configuration not stated)	-18	3	-3	-2	0.5	40	0.4	-2.2	-13
CCCCNC(=O)OC(C)CNC(=O)OC (configuration not stated)	-1	4	2	5	1.0	14	-1.0	0.1	-4
O=C(Nc1ccc(-c2nc3cccnc3s2)cc1)c1ccc(Br)o1	-14	-32	2	25	0.6	59	0.0	1.7	-32
CC(C)Oc1ccc(C(=O)NC2CCS(=O)(=O)C2)cc1 (configuration not stated)	-8	-6	0	-5	0.1	29	0.8	-1.7	-2
C=CCn1c(CC(=O)OC)csc1=Nc1ccc(C(C)=O)cc1	-10	-27	5	-3	1.3	-35	0.5	-3.7	-8
N#CCCCSc1nnc(-c2ccc(Cl)cc2)n1-c1ccccc1	-7	-13	-1	17	-0.1	14	0.1	0.3	-10
O=C(NC(=S)NCc1nc2ccccc2[nH]1)c1ccccc1F	-6	-12	2	12	-0.3	16	-0.9	2.6	-3
COc1cccc(OC)c1C(=O)NC(=S)Nc1ccc2c(c1)OCCO2	-15	1	4	0	-0.4	1	-1.7	-0.7	-6
COc1ccccc1N1CCN(C(=O)CN(Cc2ccccc2)S(C)(=O)=O)CC1	-10	-19	1	49	2.1	14	2.5	-1.1	0
C=CCN=C(CC)C1=C(O)CCCC1=O	-2	-5	6	9	0.8	-18	1.1	-1.9	-8
CCN1C(=O)/C(=C\c2ccc3c(c2)OCO3)C(C(=O)OC)=C1C	1	-8	-4	-16	0.0	-8	0.7	-0.4	10
COc1ccc(NC(=O)Cc2c[nH]c3ccccc23)cc1S(=O)(=O)N1CCOCC1	-6	-16	0	-2	0.4	14	0.6	0.6	-7
Cc1ccccc1-n1c(SCC(=O)N/N=C/c2c(C)nn(-c3ccccc3)c2C)nc2ccccc2c1=O	.	-1	-1	11	0.3	34	4.0	0.9	-4
CCCCOc1ccc(/C(N)=N/O)cc1	-9	-3	0	9	0.2	-7	-1.4	-1.0	-3
Cn1c(C2=C(O)CN(Cc3ccccc3)C2=N)[n+](C)c2ccccc21	-8	-9	-1	-1	-0.4	9	0.0	1.5	-7
Nc1ccc2oc(-c3ccccn3)nc2c1	-27	-27	-4	34	1.1	17	1.5	-4.4	-11
CS(=O)(=O)c1ccc2nc(NC(=O)Nc3cccc(Cl)c3)sc2c1	-42	-24	-10	33	0.8	92*	6.1	-6.9	-7
Cc1cc(-c2ccc(/C=N/n3cnnc3)o2)ccc1Cl	15	-19	-2	5	0.1	44	-0.5	-1.5	-26
CC1(C)CC(=O)C(C=NCCN2CCN(C3CC(=O)N(c4ccc(Br)cc4)C3=O)CC2)=C(O)C1 (configuration not stated)	-10	2	0	7	0.6	9	-2.1	0.9	-1

Profiles, looked up by structure. Screens in order: MDM2 E3 inh	EBV gp42 inh	Runt-SMMHC FRET	PPC-1+TRAIL kill	TRPML3 ag	CHOP inhibitor	zfTRPN1 agonist	TNF death inh	p47phox inh
Record of CCCCOc1ccc(/C(N)=N/O)cc1 → -9	-3	0	9	0.2	-7	-1.4	-1.0	-3
Record of CS(=O)(=O)c1ccc2nc(NC(=O)Nc3cccc(Cl)c3)sc2c1 → -42	-24	-10	33	0.8	92*	6.1	-6.9	-7
Record of Cc1cc(-c2ccc(/C=N/n3cnnc3)o2)ccc1Cl → 15	-19	-2	5	0.1	44	-0.5	-1.5	-26
Record of COc1ccccc1N1CCN(C(=O)CN(Cc2ccccc2)S(C)(=O)=O)CC1 → -10	-19	1	49	2.1	14	2.5	-1.1	0
Record of Cn1c(C2=C(O)CN(Cc3ccccc3)C2=N)[n+](C)c2ccccc21 → -8	-9	-1	-1	-0.4	9	0.0	1.5	-7
